# hIAP block = human IAP inhibition. P09923. purified IAP, CDP-Star luminescence, 30 min. inhibition, % at 10 µM. 0.12% of 330,000 active;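 active means inhibition reaching a set limit with compound at 10 µM in the primary screen, cut at about 35% in these data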;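 further: plate controls were DMSO wells with enzyme for no effect and no-enzyme buffer wells for full effect; values of inactives mirror those of a sister screen read the other way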
# Target sequence (P09923 whole entry, looked up): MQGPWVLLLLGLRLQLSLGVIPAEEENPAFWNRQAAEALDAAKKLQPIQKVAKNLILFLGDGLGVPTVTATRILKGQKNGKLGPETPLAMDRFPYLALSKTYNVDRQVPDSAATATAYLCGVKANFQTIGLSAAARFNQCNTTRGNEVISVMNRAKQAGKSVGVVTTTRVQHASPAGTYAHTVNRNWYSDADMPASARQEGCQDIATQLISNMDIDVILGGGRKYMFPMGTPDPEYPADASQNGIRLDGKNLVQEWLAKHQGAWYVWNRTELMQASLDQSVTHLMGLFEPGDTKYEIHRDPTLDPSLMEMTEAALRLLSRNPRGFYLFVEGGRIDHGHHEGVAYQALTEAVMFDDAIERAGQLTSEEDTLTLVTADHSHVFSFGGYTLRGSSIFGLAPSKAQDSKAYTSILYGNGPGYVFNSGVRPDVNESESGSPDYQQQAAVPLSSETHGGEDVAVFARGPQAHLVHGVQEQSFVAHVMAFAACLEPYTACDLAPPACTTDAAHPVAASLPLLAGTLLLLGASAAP
# mIAP activ = increases mouse intestinal alkaline phosphatase activity. muIAP, CDP-Star luminescence, 30 min; stronger effect = higher value; 1 = vehicle-only enzyme signal, 0 = enzyme-free wells. 0.24% of 330,000 active. activation factor at 10 µM. AID 2805;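 active means activation factor of at least 2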; further: the source names both 10 and 20 µM as test concentration; values of inactives mirror those of a sister screen read the other way
#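 Assay system: mouse IAP enzyme / Compound: DMSO-dissolved test compounds / Timing: 30 min, room temperature / Measured by: luminescence from enzymatic CDP-Star hydrolysis / Control set: DMSO-only wells, enzyme-free buffer wells as negative control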
# A3G deaminase = APOBEC3G (human) deaminase inhibition; Q9HC16; recombinant A3G, ssDNA deamination FAM/TAMRA fluorescence; inhibition, % at 20 µM; 0.28% of 330,000 active;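 active means inhibition of at least 40% at 20 µM, with no more than 30% in the related APOBEC3A deaminase screen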;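 further: plate controls were DMSO wells with A3G for no effect and wells lacking A3G enzyme for full effect; some compounds called inactive have numbers as strong as hits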
# Target sequence (Q9HC16 whole entry, looked up): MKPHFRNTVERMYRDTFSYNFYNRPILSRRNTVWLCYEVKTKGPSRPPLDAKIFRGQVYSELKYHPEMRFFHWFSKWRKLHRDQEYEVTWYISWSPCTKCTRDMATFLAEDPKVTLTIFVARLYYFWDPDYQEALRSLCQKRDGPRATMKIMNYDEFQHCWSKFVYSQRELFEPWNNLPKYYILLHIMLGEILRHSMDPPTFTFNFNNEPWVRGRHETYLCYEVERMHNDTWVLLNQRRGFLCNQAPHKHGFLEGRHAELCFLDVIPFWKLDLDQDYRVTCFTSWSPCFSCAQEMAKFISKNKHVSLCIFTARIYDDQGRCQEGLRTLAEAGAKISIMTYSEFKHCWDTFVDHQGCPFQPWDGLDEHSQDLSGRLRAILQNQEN
# mIAP inh = blocks mouse intestinal alkaline phosphatase. inhibition, % at 10 µM. 0.2% of 330,000 active. AID 2806. purified mouse IAP, CDP-Star luminescence, 30 min;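 active means inhibition of at least 40% at 10 µM in the primary screen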;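 further: plate controls were DMSO with enzyme for no effect and no enzyme wells for full effect; values of inactives mirror those of a sister screen read the other way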
# ATG4B inhibitor = ATG4B (human) cysteine protease inhibition; Q9Y4P1; ATG4B cleavage of LC3-PLA2, NBD-HPC fluorescence, 1 h; inhibition, % at 8.33 µM; 0.51% of 340,000 active; in the data active means inhibition above about 40%
# A3A deaminase = human APOBEC3A DNA deaminase inhibition; recombinant A3A, FAM/TAMRA ssDNA deamination fluorescence; P31941; 0.41% of 330,000 active; inhibition, % at 20 µM;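 active means at least 40% inhibition at 20 µM here, with at most 30% in a related deaminase screen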;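 further: plate controls were A3A with DMSO for no effect and wells lacking A3A enzyme for full effect; some results filed as inactive read as strong as hits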
# Target sequence (P31941 whole entry, looked up): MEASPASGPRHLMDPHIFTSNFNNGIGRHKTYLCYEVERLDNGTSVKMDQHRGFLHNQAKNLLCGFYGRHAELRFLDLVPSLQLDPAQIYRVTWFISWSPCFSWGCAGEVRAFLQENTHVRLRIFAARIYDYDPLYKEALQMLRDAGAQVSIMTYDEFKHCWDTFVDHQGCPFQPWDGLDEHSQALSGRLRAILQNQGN
# beta cell repl = induces beta-cell replication in MIN6 cells; AID 2380; MIN6 cells proliferation, ATPlite luminescence, 48 h; cells starved in 0.2% serum; 100% = growth in 10% serum; 0.29% of 330,000 active; proliferation, % at 10 µM;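 active means compounds whose signal lies at least 3.5 SD above the mean of all wells on their plate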;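 further: 0% = DMSO-treated cells in low-serum medium and 100% = 10% serum control; some compounds called inactive have numbers as strong as hits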
# MPTP inh = permeability transition pore inhibition; isolated mouse mitochondria, Ca2+ swelling absorbance, 30 min; inhibition, % at 10 µM; 1.4% of 360,000 active;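 active means inhibition of 50% or more, scaled per plate between neutral and stimulator controls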;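 further: 0% = DMSO wells given calcium and 100% = 1 mM EGTA wells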
# hIAP act = human IAP activation | 0.16% of 330,000 active | AID 2524 | activation factor at 10 µM | purified human IAP, CDP-Star luminescence, 30 min; stronger effect = higher value; 1 = vehicle-only enzyme, 0 = enzyme-free background;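 active means activation factor of the enzyme at least 2-fold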; further: the source names both 10 and 20 µM as test concentration; values of inactives mirror those of a sister screen read the other way
# * = called active by the depositor.
SMILES,hIAP block,mIAP activ,A3G deaminase,mIAP inh,ATG4B inhibitor,A3A deaminase,beta cell repl,MPTP inh,hIAP act
CC(NC(=O)C(=O)N/N=C\c1ccc([N+](=O)[O-])cc1)c1ccccc1 (stereo not drawn),11,0.93,-10,7,-11,-3,-1,0.5,0.89
COC(=O)C1CCN(C(=O)COC(=O)C2CCN(S(=O)(=O)c3ccc4c(c3)OCCO4)CC2)CC1,-26,0.97,-8,3,-3,-3,0,-1.9,1.3
Clc1cccc(C2CCN(Cc3nc(CC4CC4)no3)C2)c1 (stereo not drawn),-5,1.1,-3,-5,-5,4,-1,-3.6,1.1
Cn1nc(C(=O)NNC(=O)CCOc2ccc(C(C)(C)C)cc2)c2ccccc2c1=O,-114,0.96,0,4,-2,2,-3,-4.8,2.1*
Cc1ccc(S(=O)(=O)/N=c2\sccn2C)cc1,-2,1,-4,-3,4,-1,0,-4.0,1
COc1ccc(S(=O)(=O)NCC(=O)NCc2cc(=O)n(C)c(=O)n2C)cc1C,11,0.94,-5,6,8,-1,-1,0.6,0.89
Oc1ccccc1Oc1c(F)c(F)nc(N2CCCC2)c1F,-3,0.85,-9,15,20,5,-3,41,1
Cc1ccc(CN(CCO)CCO)cc1,10,1,-8,0,-8,-5,0,-0.7,0.9
CCc1n[nH]c(=S)n1/N=C/c1c(O)ccc2ccccc12,2,0.91,52*,9,1,-5,-1,-0.7,0.98
Cc1ccc2nc(Cl)c(/C=N/Nc3nc(C)cc(C)n3)c(=O)n2c1,1,1.1,-5,-5,-2,1,0,0.0,0.99
CCOc1ccc(S(=O)(=O)Nc2nc3ccccc3nc2Nc2ccc(N3CCOCC3)cc2)cc1,-5,0.94,-7,6,-2,4,-4,21,1.1
Cc1cccc(N2CCN(C3=NC(=O)C(=C4CCCCC4)S3)CC2)c1,5,1,0,-3,-3,-2,-4,19,0.95
Cc1cc(=O)oc2cc(OCC(=O)NCCN3CCOCC3)c(Cl)cc12,7,1,0,0,-7,-1,1,-2.4,0.93
CC1(C)CC(N2CCN(C(c3ccccc3)c3ccccc3)CC2)=CC(=[N+]2CCCCC2)C1,-23,1,28,0,5,57*,-6,43,1.2
CC(C)NC(=O)CSc1nc(N)c(NC(=O)c2ccco2)c(=O)[nH]1,-18,1.1,0,-14,-7,1,2,0.5,1.2
CCCCCn1c(SCC(=O)OCC)nc2cc(C(=O)NCc3ccco3)ccc2c1=O,22,0.89,-8,11,-3,2,-1,1.5,0.78
COc1cc(/C=N/Nc2snc(SC)c2C#N)cc(OC)c1OC,-9,0.96,-8,4,-9,0,0,73*,1.1
Cc1c(Cl)cnc(NC(=O)COC(=O)CCS(=O)(=O)c2ccccc2)c1Cl,-13,1.1,-1,-8,-8,4,-4,-0.2,1.1
Cc1ccc2nc(NC(=O)/C=C/c3ccc4c(c3)OCO4)sc2c1,-14,0.85,-3,15,2,-1,-3,1.2,1.1
COc1ccccc1CCNC(=O)C1CCN(C(=O)/C=C/c2ccccc2)CC1,-16,1.1,6,-5,-11,40*,0,0.1,1.2
C/C(=N\NC(=O)CCc1ccc(S(=O)(=O)N2CCOCC2)cc1)c1ccc(OC(F)F)cc1,-1,0.97,-5,3,-17,-7,-4,0.3,1
COCCN(C(=S)Nc1cc(C)ccc1C)C(C)c1cccnc1 (stereo not drawn),-69,0.99,-2,1,-4,3,0,0.5,1.7
COc1ccccc1NC(=O)Cn1c2ccc(F)cc2c2nc3n(c(=O)c21)CCS3,16,0.94,-13,6,-1,0,3,0.6,0.84
COc1ccc(NC(=O)Nc2cccc(OC)c2)cc1,5,1.7,-3,-66,-7,-3,-3,4.7,0.95
O=C(c1ccc(OC2CCN(CCO)CC2)cc1)N1CCCC1,2,1,-4,-4,6,-1,2,0.6,0.98
SMILES,hIAP block,mIAP activ,A3G deaminase,mIAP inh,ATG4B inhibitor,A3A deaminase,beta cell repl,MPTP inh,hIAP act
O=C(c1cccs1)N1CCOCC1,-18,0.99,-7,1,-2,-5,-3,0.0,1.2
CCOC(=O)Cn1nc(-c2ccccc2)nc1-c1ccccc1,8,1.1,-1,-7,-5,2,2,-0.8,0.92
Cc1ccsc1C(=O)N(CC(C)C)c1c(N)n(Cc2ccccc2)c(=O)[nH]c1=O,4,0.99,15,1,0,6,3,-1.5,0.96
COc1ccc(S(=O)(=O)NNC(=O)Nc2ccc(C)cc2C)c(OC)c1,0,1,-4,-2,0,3,1,0.8,1
CCOc1ccc(CNC(=O)Cn2nc(C)c3c(C)n(-c4ccc(C)cc4)nc3c2=O)cc1,13,0.93,-6,7,-8,-2,-3,0.0,0.87
Cc1noc(C)c1C(=O)Nc1sc2c(c1C(N)=O)CCCCC2,-2,0.69,-1,31,9,8,-1,-4.4,1
O=C(NCc1ccccn1)Nc1ccc(F)cc1,-9,0.91,-5,9,-2,-4,-2,-1.9,1.1
CCc1cc(OCCN(C)C)ccc1Cl,6,0.99,-3,1,2,0,6,1.1,0.94
O=C1c2ccccc2NC(c2ccc(-c3ccc(C(F)(F)F)cc3)o2)N1O (stereo not drawn),-54,1,7,-1,-15,4,-6,-0.9,1.5
Cc1cc(OCn2ccc(C(=O)O)n2)ccc1Cl,1,0.95,-3,5,-5,-2,5,1.2,0.99
O=C(Cc1cccc2ccccc12)NN1C(=O)C2C(C1=O)C1C=CC2C12CC2 (stereo not drawn),16,0.99,-8,1,-4,-3,-3,0.3,0.84
Cc1ccc(NC(=S)NC2CC3CCCC(C2)N3Cc2ccco2)cc1 (stereo not drawn),-7,1.5,-6,-53,0,-5,2,-3.4,1.1
COc1ccc(CC(=O)NCCCCc2ccccc2)cc1OC,2,1.1,-5,-11,-10,-1,-3,5.2,0.98
CC(=O)c1ccc(NC(=O)C2CCCO2)cc1 (stereo not drawn),10,1,-1,-1,0,-6,-3,0.6,0.9
Cc1coc2cc3oc(=O)c(CC(=O)N4C[C@H]5C[C@@H](C4)c4cccc(=O)n4C5)c(C)c3cc12,9,0.94,-8,6,-18,-2,-1,-0.7,0.91
Cc1ccc(C)c(SCC(=O)NCC(c2ccco2)N2CCCCC2)c1 (stereo not drawn),0,1,4,-1,2,-3,-5,-2.1,0.99
O=C(O)c1cccc(NC(=O)c2ccc3c(c2)C(=O)N(C2CCCCC2)C3=O)c1,0,1,-2,-1,-1,-1,4,-1.4,1
COc1ccccc1C1=Nc2cccc3cccc(c23)N1,23,0.85,-8,15,12,-1,-4,1.7,0.77
Cc1cccc2cc(CN(Cc3ccco3)C(=O)c3ccncc3)c(=O)[nH]c12,11,1,2,-3,-5,3,0,-6.2,0.89
O=C(COc1ccc2ccccc2c1)Nc1ccc(Cc2ccncc2)cc1,-5,1.6,-2,-58,-5,0,-4,94*,1.1
Nc1cc(C(=O)OCC(=O)Nc2cccc(S(=O)(=O)N3CCOCC3)c2)ccc1Cl,22,1,-5,-4,-18,0,-1,0.7,0.79
Fc1ccc(CNC(=S)NC2CCCC2)cc1,2,1.1,3,-10,17,-1,4,5.8,0.98
CCOc1ccc(S(=O)(=O)N(CC(=O)Nc2cccnc2)c2ccc(F)cc2)cc1,-4,1.1,-5,-11,-1,1,2,0.6,1
COC(=O)c1ccc(NC(=O)COC(=O)CSc2nc(C)cc(C)n2)cc1,-18,1,-7,0,-3,2,0,-1.2,1.2
CCOc1cccc2cc(C(=O)NCCC3=CCCCC3)c(=O)oc12,1,0.84,3,16,-2,2,0,-4.1,0.99
SMILES,hIAP block,mIAP activ,A3G deaminase,mIAP inh,ATG4B inhibitor,A3A deaminase,beta cell repl,MPTP inh,hIAP act
Cc1cc(C)cc(NC(=O)C(OC(=O)Cn2cnc3c2c(=O)n(C)c(=O)n3C)c2ccccc2)c1 (stereo not drawn),-8,0.95,-10,5,-7,7,-1,-1.0,1.1
Cc1sc2ncnc(SCC(=O)NCC(C)C)c2c1C,-14,1,-7,-4,-2,-8,-3,-0.3,1.1
CCN(CC)CCNC(=S)Nc1ccc(Cl)cc1,0,1,-3,-2,5,3,-1,1.0,1
CCOC(=O)CC(C)(C)/C(C)=N/Nc1ccc([N+](=O)[O-])cc1[N+](=O)[O-],14,0.94,1,6,2,2,-5,12,0.85
O=C(Nc1ccc(N2CCOCC2)cc1)c1ccncc1,3,0.99,-2,1,-7,3,-2,-0.1,0.97
CC1=NNC(=O)C(CC(=O)Nc2ccc(Cl)c(Cl)c2)C1 (stereo not drawn),7,1.1,-5,-8,5,0,0,-4.9,0.93
COc1cc(CN2CCNC(=O)C2CC(=O)NCCC2=CCCCC2)cc(OC)c1 (stereo not drawn),-12,0.98,-7,2,26,-6,1,-3.5,1.1
COc1ccc(C(=O)NC2CCc3ccccc32)cc1OC1CCN(C(C)C)CC1 (stereo not drawn),-5,1,-7,-1,15,-3,-1,-2.3,1.1
CC1CCCC(NC(=O)CSC2CCCCC2)C1C (stereo not drawn),2,1,-1,-3,-2,0,4,-1.1,0.98
O=C(Nc1ccccc1F)c1ccc(OCc2ccccc2)cc1,7,0.99,-3,1,11,1,-1,1.5,0.93
CC1CCCC(NC(=O)CSc2ccc(F)cc2)C1C (stereo not drawn),-13,1,-6,-3,3,0,2,-0.5,1.1
NNC(=O)CCCNc1ncc(C(F)(F)F)cc1Cl,7,0.94,-4,6,-5,-2,-2,0.2,0.93
CCOc1ccc(N2CC(C(=O)Nc3ccccc3OC)CC2=O)cc1 (stereo not drawn),0,0.92,-7,8,4,-3,-2,-1.3,1
CN(c1ccccc1)S(=O)(=O)c1cccc(NC(=O)Cn2cnc3c2c(=O)n(C)c(=O)n3C)c1,-4,1.1,-4,-6,4,1,0,0.5,1
COc1ccccc1OCCNC(=O)c1ccc(C)o1,-7,0.98,-7,2,1,-1,1,-1.3,1.1
CCOc1ccc(N=c2scc(-c3ccccc3)n2CCO)cc1,-8,1,-3,-3,11,-5,-1,0.9,1.1
Cc1ccc(C(=O)NCC(=O)Nc2ccc(F)c(F)c2F)cc1,5,1.1,-6,-12,6,-1,0,1.5,0.95
CCCOC1CCCN(C(=O)c2cc(Cl)c(Cl)cc2C(=O)O)C1 (stereo not drawn),-16,1,3,-1,-3,6,-1,0.4,1.2
CCCn1c(SCC(=O)Nc2ccccc2C(=O)NC2CC2)n[nH]c1=O,8,0.97,-8,3,-54,-1,-2,-0.4,0.92
CC(C)N=C(NC#N)SCc1ccc(F)cc1,-1,0.96,-5,4,2,0,-1,-0.7,1
Cc1ccc(S(=O)(=O)N2CCN(C(=O)COC(=O)c3ccc(O)cc3)CC2)c(C)c1,4,1.1,-5,-5,-14,0,2,-0.4,0.96
CC(C)(C)c1ccccc1OCCCCCNCCO,5,0.94,-5,6,-3,-1,-5,90*,0.95
Cc1ccc(S(=O)(=O)N2CCOCC2)cc1C(=O)Nc1nc(-c2cccnc2)cs1,-1,0.96,1,4,-1,1,-1,-1.3,1

# Six compounds drawn at random from those above, as already listed:
SMILES,hIAP block,mIAP activ,A3G deaminase,mIAP inh,ATG4B inhibitor,A3A deaminase,beta cell repl,MPTP inh,hIAP act
Cc1sc2ncnc(SCC(=O)NCC(C)C)c2c1C,-14,1,-7,-4,-2,-8,-3,-0.3,1.1
Nc1cc(C(=O)OCC(=O)Nc2cccc(S(=O)(=O)N3CCOCC3)c2)ccc1Cl,22,1,-5,-4,-18,0,-1,0.7,0.79
COc1ccc(S(=O)(=O)NCC(=O)NCc2cc(=O)n(C)c(=O)n2C)cc1C,11,0.94,-5,6,8,-1,-1,0.6,0.89
COc1ccccc1OCCNC(=O)c1ccc(C)o1,-7,0.98,-7,2,1,-1,1,-1.3,1.1
CCOc1ccc(S(=O)(=O)N(CC(=O)Nc2cccnc2)c2ccc(F)cc2)cc1,-4,1.1,-5,-11,-1,1,2,0.6,1
O=C(Cc1cccc2ccccc12)NN1C(=O)C2C(C1=O)C1C=CC2C12CC2 (stereo not drawn),16,0.99,-8,1,-4,-3,-3,0.3,0.84

# Source: PubChem BioAssay (Sanford-Burnham Center for Chemical Genomics)
